NPY-Y1 PAM-ag – NPY-Y1 receptor potentiators or agonists, primary screen, cell-based; 220,000 compounds, 0.37% hits; NPY-Y1 expressing cells, potentiator/agonist activation; activation, % at 3.6 µM; Neuropeptide Y receptor type 1 (Homo sapiens), P25929; in the data active = activation above about 33%, passing the limit was not always enough;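 also: cells stimulated with NPY at EC10 then isoproterenol at EC100; 0% = low agonist plus stimulus and 100% = saturating agonist plus stimulus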
RBBP9 inh – human RBBP9 inhibitors, primary screen, biochemical, fluorescence polarization, FP-Rh probe, HTS. Serine hydrolase RBBP9 (Homo sapiens), O75884. recombinant RBBP9. inhibition, % at 7.94 µM. 220,000 compounds, 0.2% hits. AID 1515, 2009;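 active = inhibition above the campaign mean of all tested compounds plus 3 SD, cut at about 14% in these data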;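 also: plate controls were DMSO wells with RBBP9 for no effect and wells lacking RBBP9 protein for full effect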
Target sequence (O75884 whole entry, looked up): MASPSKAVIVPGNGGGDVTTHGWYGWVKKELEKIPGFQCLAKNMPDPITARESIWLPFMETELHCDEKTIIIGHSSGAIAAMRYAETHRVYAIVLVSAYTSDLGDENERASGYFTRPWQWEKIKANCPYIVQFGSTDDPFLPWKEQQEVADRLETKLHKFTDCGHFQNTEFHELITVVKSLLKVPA
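System: RBBP9 protein / Quantity: 2.5 µM RBBP9 dispensing solution, before mixing / Also added: Serine-hydrolase probe FP-Rh, 375 nM pre-mixing / Dosing: 7.94 µM single dose, 0.794% DMSO / Timing: enzyme-compound preincubation 30 min, then probe labeling 45 min, 25 °C / Signal: FP readout at 525/598 nm / Controls: DMSO-treated enzyme wells and wells lacking RBBP9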
S1P4 agonist – S1P4 receptor agonists, primary screen, cell-based; S1P4-expressing cell line, agonist reporter assay; activation, % at 4.98 µM; 220,000 compounds, 0.35% hits; AID 1509, 2009; in the data active = activation above about 11%;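 also: 0% = DMSO vehicle and 100% = reference agonist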
NPY-Y1 antag – NPY-Y1 receptor antagonists, primary screen, cell-based; 200,000 compounds, 1% hits; AID 1040, 2008; HEK293-CNG Y1 cells, membrane potential fluorescence; NPY at EC95, then isoproterenol; inhibition, % at 3.6 µM; Neuropeptide Y receptor type 1 (Homo sapiens), P25929;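 active = inhibition above the campaign mean inhibition of all tested compounds plus 3 SD, cut at about 20% in these data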;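 also: 0% = DMSO wells given NPY plus isoproterenol and 100% = isoproterenol alone without NPY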
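Test system – HEK293 Y1/CNG channel cell line · Also added – NPY agonist 25 nM, then isoproterenol 1 µM plus Ro 20-1724 25 µM · Compound dosing – one concentration, 3.6 µM, in 0.4% DMSO · Schedule – compound incubation 1 h at room temperature, readout 45 min post-stimulation · Technique – fluorescence, membrane potential probe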
Ba/F3 V617F tox – reduced viability of JAK2V617F-dependent Ba/F3 cells, primary screen, JAK2V617F inhibitor project, cell-based, Ba/F3 EpoR-JAK2V617F, luminescence; ATP luminescence; inhibition, % at 5.6 µM; 220,000 compounds, 1.1% hits; AID 1446, 2008;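 active = inhibition above the campaign mean plus 3 SD over all tested compounds, cut at about 24% in these data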;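 also: cytokine-independent growth of Ba/F3 cells driven by EpoR plus mutant JAK2; 0% = DMSO-treated cells and 100% = JAK inhibitor I control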
Runt-CBFb FRET – inhibitors of RUNX1 Runt–CBFb binding, primary screen, biochemical, FRET, Cerulean-Runt, Venus-CBFb, uHTS; inhibition, % at 20 µM; Runt-related transcription factor 1 (Homo sapiens) + Core-binding factor subunit beta …; 220,000 compounds, 0.46% hits; Cerulean-Runt/Venus-CBFb FRET ratio 530/480, 1 h; AID 1496, 2009;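 active = inhibition over about 50% at 20 µM in the single-dose screen, limit read from the data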;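 also: 0% = DMSO wells and 100% = excess unlabeled CBFb competitor control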
Target sequence (Q01196 whole entry, looked up): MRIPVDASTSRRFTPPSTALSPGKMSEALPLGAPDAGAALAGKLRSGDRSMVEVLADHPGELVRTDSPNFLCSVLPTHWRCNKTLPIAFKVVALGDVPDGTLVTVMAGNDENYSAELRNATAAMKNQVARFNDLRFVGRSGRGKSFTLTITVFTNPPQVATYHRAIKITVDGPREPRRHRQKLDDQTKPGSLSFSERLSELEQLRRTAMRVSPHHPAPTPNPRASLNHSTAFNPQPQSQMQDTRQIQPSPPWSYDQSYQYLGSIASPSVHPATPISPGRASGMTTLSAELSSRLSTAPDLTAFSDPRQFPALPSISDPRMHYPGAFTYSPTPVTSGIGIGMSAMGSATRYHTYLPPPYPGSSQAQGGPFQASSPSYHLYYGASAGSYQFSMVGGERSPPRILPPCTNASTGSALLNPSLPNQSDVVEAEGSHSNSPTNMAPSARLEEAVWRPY
Target sequence (Q13951 whole entry, looked up): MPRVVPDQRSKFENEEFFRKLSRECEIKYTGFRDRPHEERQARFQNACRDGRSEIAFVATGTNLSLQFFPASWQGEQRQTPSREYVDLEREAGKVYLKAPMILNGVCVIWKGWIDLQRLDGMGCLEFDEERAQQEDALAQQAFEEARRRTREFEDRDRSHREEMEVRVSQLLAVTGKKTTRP
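Assay system: Cerulean-Runt domain / Medium: Tris 50 mM pH 7.5, KCl, K2SO4, 0.01% BSA / Timing: protein complex preformed 1 h, compound exposure 1 h, room temperature, dark / Measured by: FRET, excitation 422 nm, emission at 530 and 480 nm / Evaluation: loss of energy transfer signal / Control set: 5 µM unlabeled CBFb as full-inhibition high control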
BaF3 parental – parental Ba/F3 cell viability inhibition, counter-screen for JAK2V617F inhibitor project, murine pro-B, CellTiter-Glo luminescence | inhibition, % at 5.6 µM | CellTiter-Glo ATP luminescence | AID 1486, 2009 | 220,000 compounds, 1.1% hits;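 active = inhibition above a per-campaign cutoff, the mean inhibition of all tested compounds plus 3 SD, cut at about 27% in these data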;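 also: 0% = DMSO wells and 100% = JAK Inhibitor I control wells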
NPY2 pot ag – NPY-Y2 potentiators or agonists, primary screen, cell-based; Neuropeptide Y receptor type 2 (Homo sapiens), P49146; cells expressing NPY-Y2, potentiator/agonist read-out; activation, % at 3.6 µM; 220,000 compounds, 0.45% hits; AID 1359, 2008; in the data active = activation above about 27%;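 also: cells stimulated with NPY near EC25 plus isoproterenol at EC100; 0% = vehicle plus submaximal agonist and 100% = vehicle plus saturating agonist; some results beyond the cut were filed as inactive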
S1P4 antagonist – S1P4 receptor antagonists, primary screen, cell-based; inhibition, % at 4.98 µM; AID 1510, 2009; 220,000 compounds, 0.26% hits; Sphingosine 1-phosphate receptor 4 (Homo sapiens), O95977; S1P4-expressing cells, antagonist mode, reporter read-out; in the data active = inhibition above about 29%;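 also: 0% = wells stimulated with agonist and 100% = vehicle wells without agonist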
Starred values were filed as active, the others as inactive; / = no result given. Outcome played no part in choosing rows, and some 3.6% of all compounds hit somewhere here.

SMILES | NPY-Y1 PAM-ag | RBBP9 inh | S1P4 agonist | NPY-Y1 antag | Ba/F3 V617F tox | Runt-CBFb FRET | BaF3 parental | NPY2 pot ag | S1P4 antagonist
N#Cc1nc(-c2ccc(F)cc2)oc1NCCCn1ccnc1 | 1 | -3 | -0.5 | 1 | 2 | -1 | 11 | -1 | -10
COc1ccc(/C(C)=N/NC(=O)c2ccc(CSc3nncn3C)cc2)cc1 | 10 | 14 | 1.0 | -1 | -3 | 1 | 1 | -14 | -22
Cc1ccc(S(=O)(=O)n2cnc3cc([N+](=O)[O-])ccc32)cc1C | -3 | -7 | 1.2 | 6 | -1 | -2 | 4 | -1 | -16
O=C(COC(=O)c1c2c(nc3ccccc13)/C(=C/c1cccc([N+](=O)[O-])c1)CCC2)NC1CCS(=O)(=O)C1 (configuration not stated) | 10 | -13 | 0.4 | 4 | 5 | -3 | 5 | 2 | -5
O=C(C1=C[C@@H](c2ccccc2)C[C@@H](OCc2ccc(CO)cc2)O1)N1CCN(Cc2ccc3c(c2)OCO3)CC1 | 3 | -1 | -0.2 | 0 | -2 | -1 | -2 | -11 | -7
CCn1c(SCc2cc(=O)[nH]c3ccccc23)nnc1C1CC1 | -5 | -1 | 1.0 | 0 | 2 | 2 | 8 | 6 | -7
Cc1ccc(/C=C/C(=O)O)cc1S(=O)(=O)N1CCCc2ccccc21 | 10 | -5 | 1.3 | / | -1 | -1 | 0 | 4 | 0
Cc1ccc(-c2c(C)sc(=NC(=O)c3ccco3)n2C)cc1 | -18 | -10 | 3.4 | 0 | 3 | 0 | 1 | -14 | -25
CN1CCN(c2ccccc2NC(=O)c2ccc(F)cc2)CC1 | -17 | -3 | 0.9 | / | 1 | 2 | 4 | -9 | -7
O=C(NN1C(=O)C2C3C=CC(C4CC34)C2C1=O)c1ccc(Cl)c(Cl)c1 (configuration not stated) | 0 | -5 | 0.7 | 0 | 1 | 2 | 6 | 18 | -17
CC(NC(=O)COC(=O)c1ccc(Cl)cc1O)c1ccc(F)cc1 (configuration not stated) | 4 | -11 | 2.5 | 0 | -1 | -2 | 4 | -4 | -8
CCC1CCCCN1C(=O)c1c(-c2ccccc2)noc1C (configuration not stated) | 19 | -1 | 0.2 | 3 | -2 | -3 | 0 | -2 | 1
S=C(NC1CCCC1)N1CCN(c2ncccn2)CC1 | -6 | -4 | 0.1 | 2 | 1 | -2 | 6 | -22 | -4
Cc1ccc2c(c1)sc1nc(=O)n(-c3cccc(Cl)c3)c(=O)n12 | -1 | -10 | 1.9 | -4 | -4 | 0 | 0 | 3 | -5
CCSc1nnc(NC(=O)CSc2nc3c(c(=O)n2C)SC(C)C3)s1 (configuration not stated) | -5 | -1 | 0.1 | 2 | -4 | 0 | 0 | 3 | 5
CCSc1nc2c(c(=O)[nH]1)C(c1ccc(C)cc1)C1=C(CCCC1=O)N2 (configuration not stated) | -1 | -2 | -0.1 | 6 | 4 | -3 | 4 | -6 | 2
Cc1cc(C)nc(NC2=NCC(=O)N2c2cccc(Cl)c2)n1 | -28 | -10 | 3.0 | 3 | 2 | -1 | 1 | -9 | -3
CCc1noc(C)c1C(=O)N1CCCC(C(=O)c2ccc(OC)c(F)c2)C1 (configuration not stated) | 5 | -9 | 0.6 | 1 | -1 | 2 | 1 | -8 | -11
O=C(NCCSCc1ccccc1)c1cc(S(=O)(=O)N2CCOCC2)ccc1F | 11 | 6 | 0.6 | -2 | -1 | 0 | 10 | 5 | -19
Cc1cccc(Cc2nnc(CCC(=O)N(C)Cc3ccncc3C)o2)c1 | 14 | -2 | 2.3 | 1 | -2 | -3 | 4 | 11 | -3
O=c1[nH]c2cc3ccccc3cc2nc1C(F)(F)F | 8 | -1 | -0.3 | 3 | -1 | -64 | 0 | -3 | 3
CCN(Cc1nc2ccccc2c(=O)[nH]1)Cc1nc2cc(OC)c(OC)cc2c(=O)[nH]1 | -36 | -9 | 0.9 | -2 | 13 | 1 | 8 | 12 | 25
COc1ccc(/C=C/C(=O)c2ccc3ccccc3c2O)cc1CN1CCOCC1 | -23 | -7 | -1.0 | -2 | 3 | -6 | 8 | 4 | -2
O=C(O)CCCCCNC(=O)CCn1cnc2ccccc2c1=O | 2 | -9 | 1.2 | -3 | -3 | -1 | -2 | -4 | -22
O=C(O)C1CCCN(S(=O)(=O)c2cccs2)C1 (configuration not stated) | -2 | -12 | 1.3 | 0 | 2 | -1 | 1 | 4 | -5
Cc1ccc(OCc2n[nH]c(=S)n2-c2ccc(C)cc2)cc1 | 7 | -2 | -0.7 | -1 | 3 | 9 | 10 | -8 | -9
Clc1cc2c(nn1)Nc1ccccc1S2 | 23 | -7 | -0.5 | / | -3 | -6 | -1 | 10 | -13
C/C(N)=C(/C#N)C(=O)CSc1nnc(-c2ccc3c(c2)OCO3)o1 | -21 | -1 | -1.0 | 1 | 1 | -1 | 2 | -4 | -12
CCOc1[nH]n(-c2ccc(Cl)cc2)c(=O)c1C=NCC(=O)OC | 5 | -4 | 1.8 | 1 | 2 | -2 | 6 | 1 | -29
c1ccc(CN2CCN(C(c3ccccc3)c3nnnn3Cc3ccccc3)CC2)cc1 (configuration not stated) | -2 | -9 | -1.0 | 9 | -1 | -5 | 0 | -5 | -7
COc1ccccc1-c1noc(CCC(=O)Nc2ccccc2Cl)n1 | -17 | 3 | -0.3 | 3 | -5 | 2 | -1 | 2 | 5
CC1(C)CC(=O)C2=C(C1)N(c1ccc(F)cc1)C(=O)CC2c1ccccc1 (configuration not stated) | -18 | 9 | -2.2 | 2 | -3 | 1 | 2 | 10 | -17
O=C(Nc1nc2ccc(S(=O)(=O)N3CCCC3)cc2s1)c1ccco1 | 9 | -6 | 1.5 | 4 | -3 | 0 | 5 | 16 | -7
CN1CCN(C(=S)c2ccc(Cl)cc2)CC1 | 20 | 1 | -3.4 | 3 | -3 | -1 | 1 | 2 | -15
CCCCN(CC)c1nc(N)c(C#N)c(CC#N)c1C#N | -25 | -3 | 0.3 | 2 | 0 | -2 | 5 | -5 | 2
CCOC(=O)N1CCN(c2ccccc2OC)CC1 | 0 | -3 | 2.0 | / | 4 | 1 | -1 | -20 | -1
Cc1ccc(-n2cccc2/C=C2\C(=N)N3N=C(c4ccco4)SC3=NC2=O)cc1 | 0 | -12 | -0.2 | -1 | -3 | -21 | 6 | 4 | 0
COc1ccc(-c2cc(C(=O)NCC(C)C)no2)cc1 | -8 | 1 | -2.3 | -2 | -3 | 0 | 1 | 3 | 4
CN(C)c1ccnc(-n2cccc2/C=N/O)c1C#N | -3 | 6 | 0.1 | 1 | 0 | 0 | 3 | -4 | 5
COc1ccc2c3c(cccc13)NN=C2C | 3 | 15* | -1.6 | 4 | -3 | / | 0 | -10 | 4
COc1ccc(S(=O)(=O)NC2CCCCC2)c(C)c1C | -7 | 13 | -0.6 | 4 | -2 | -1 | 5 | 12 | -16
O=S(=O)(c1ccc2c(c1)OCCO2)N1CCC(c2nc3ccccc3[nH]2)CC1 | -7 | 0 | 2.1 | 6 | 2 | 2 | 8 | -3 | -16
O=C(Nc1ncc2c(n1)-c1ccccc1OC2)c1ccc(Cl)cc1 | -6 | -1 | 0.8 | 5 | 0 | -1 | 1 | -7 | -6
Cc1ccccc1N1CCN(C(=S)c2ccc([N+](=O)[O-])cc2)CC1 | 7 | -8 | 1.8 | 3 | 0 | 35 | 6 | 10 | 3
COC(=O)C1=C(C(=O)OC)SC(=C2C(=S)C(C)(C)N(C(=O)C3CC3)c3ccccc32)S1 | 6 | -7 | -0.7 | 11 | 1 | 21 | 4 | 14 | -7
O=C(CC1Nc2ccccc2NC1=O)Nc1ccccc1NC(=O)CC1Nc2ccccc2NC1=O (configuration not stated) | -6 | -6 | 0.0 | -5 | 0 | 4 | 5 | -5 | -1
Cc1ccc(CNCC(=O)Nc2ccc(N3CCOCC3)cc2)cc1 | -10 | 1 | -0.1 | / | -4 | 0 | 3 | 17 | -15
O=C(O)c1ccc(S(=O)(=O)c2ccc(Sc3ccc(C(=O)O)c(C(=O)O)c3)cc2)cc1 | -6 | 4 | -0.7 | 1 | 4 | -1 | 6 | -3 | -7

An excerpt from above with just Runt-CBFb FRET, Ba/F3 V617F tox and RBBP9 inh:
structure	Runt-CBFb FRET	Ba/F3 V617F tox	RBBP9 inh
COc1ccc2c3c(cccc13)NN=C2C	/	-3	15*
COc1ccc(S(=O)(=O)NC2CCCCC2)c(C)c1C	-1	-2	13
O=S(=O)(c1ccc2c(c1)OCCO2)N1CCC(c2nc3ccccc3[nH]2)CC1	2	2	0

Next section.
SMILES | NPY-Y1 PAM-ag | RBBP9 inh | S1P4 agonist | NPY-Y1 antag | Ba/F3 V617F tox | Runt-CBFb FRET | BaF3 parental | NPY2 pot ag | S1P4 antagonist
O=C(c1cc(S(=O)(=O)N2CCCCC2)ccc1N1CCOCC1)N1CCN(Cc2ccccc2)CC1 | -2 | -6 | -0.9 | 5 | 4 | -5 | 8 | -4 | 1
COc1cccc(CNc2ccc(S(N)(=O)=O)cc2)c1OC | 0 | -7 | -3.4 | 4 | -3 | -4 | 2 | -2 | -9
CCc1ccc(N(C(=O)c2csnn2)C(C(=O)NC(C)(C)C)c2cccnc2)cc1 (configuration not stated) | 7 | -4 | -0.7 | 7 | 1 | 0 | 10 | -9 | -7
O=C(c1ccccc1F)N1CCC(N2CCCCCC2)CC1 | -8 | 0 | -1.8 | -3 | 4 | 0 | 4 | -7 | -4
Cc1ccc(C)c(NC(=O)C2Cc3ccccc3CN2C(=O)OCc2ccccc2)c1 (configuration not stated) | 22 | -5 | 1.7 | 9 | -3 | 0 | 6 | -16 | -24
COCCn1nnnc1C(c1ccccc1)N1CCN(C)CC1 (configuration not stated) | 6 | -2 | -0.7 | 2 | -5 | 2 | 0 | -1 | -17
O=C(N/N=C/c1ccc(N2CCOCC2)cc1)c1ccccn1 | 16 | -3 | -1.4 | / | -3 | -5 | -7 | -7 | 7

Assay outcomes from PubChem.
